Compound activity: PubChem BioAssay, The Scripps Research Institute Molecular Screening Center
CHRM5 antagonist: antagonists of human muscarinic M5 receptor (CHRM5); P08912; CHO-hM5 cells, Fluo-8 calcium fluorescence, ACh EC80; inhibition, % at 3 µM; actives 0.59% (n = 360,000); AID 624040;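 active means inhibition above a per-plate cutoff, the mean of that plate's test compounds plus 3 SD, cut at about 27% in these data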;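 further: 0% = acetylcholine EC80 with DMSO and 100% = DMSO without agonist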
Target sequence (P08912 whole entry, looked up): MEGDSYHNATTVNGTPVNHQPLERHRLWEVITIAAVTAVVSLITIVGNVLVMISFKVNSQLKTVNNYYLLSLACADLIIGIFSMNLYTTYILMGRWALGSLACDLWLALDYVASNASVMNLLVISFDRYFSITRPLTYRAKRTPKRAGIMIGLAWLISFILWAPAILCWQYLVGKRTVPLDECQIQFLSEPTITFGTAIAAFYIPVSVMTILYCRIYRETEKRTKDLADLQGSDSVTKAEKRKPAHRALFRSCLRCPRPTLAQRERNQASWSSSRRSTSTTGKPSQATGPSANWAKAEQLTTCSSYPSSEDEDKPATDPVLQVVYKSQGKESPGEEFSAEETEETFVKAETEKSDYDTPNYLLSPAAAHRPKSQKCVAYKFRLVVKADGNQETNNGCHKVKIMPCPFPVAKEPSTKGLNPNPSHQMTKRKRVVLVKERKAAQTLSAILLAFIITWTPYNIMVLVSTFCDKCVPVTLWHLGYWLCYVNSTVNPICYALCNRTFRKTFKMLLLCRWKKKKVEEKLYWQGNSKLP
CHRM5 agonist: agonists of human muscarinic M5 receptor (CHRM5) | P08912 | CHO-K1 hM5 cells, Fluo-8 calcium fluorescence; 0% DMSO wells, 100% maximal acetylcholine response | activation, % at 3 µM | actives 0.19% (n = 360,000) | AID 624037;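 active means activation above the run's mean over test compounds plus 3 SD, cut at about 23% in these data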;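 further: signal is peak over basal fluorescence ratio across the kinetic read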
M1 PAM parental: nonselective activator or artifact in parental CHO-K1 calcium assay | actives 0.02% (n = 360,000) | activation, % at 3 µM | ATP EC20, Fluo-8 calcium fluorescence; 0% at ATP EC20, 100% at ATP max;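 active means activation above the run cutoff, the mean activation of all test compounds plus 3 SD, cut at about 40% in these data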;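 further: peak over basal fluorescence ratio in a 140 s read after ATP addition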
CHRM5 PAM: potentiates acetylcholine response at human M5 receptor; CHO-K1 hM5, Fluo-8 calcium, ACh EC20 PAM; 0% = ACh EC20, 100% = ACh EC100; activation, % at 3 µM; actives 0.3% (n = 360,000); AID 624038; P08912;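 active means activation above the run cutoff, the mean activation of all test compounds plus 3 SD, cut at about 18% in these data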
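Assay system – human M5 receptor in CHO-K1 cells · Read-out – % activation, ACh-normalized · Technique – Fluo-8 calcium fluorescence · Dosing – single-point, 3 µM nominal · Incubation – Fluo-8 loading 80 min at 37 °C plus 30 min room temperature · Repeats – singlicate, one well per test compound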
M1 ag parental: counter-screen for M1 agonists: effect in parental CHO-K1 cells; AID 602248; activation, % at 3 µM; actives 0.48% (n = 360,000); Fluo-8 calcium fluorescence; scaled to maximal ATP response, vehicle zero; in the data active means activation above about 15%;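 further: untransfected CHO-K1 host cells lacking M1 receptor as counterscreen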
M4 antag: CHRM4 antagonism in calcium assay; actives 0.73% (n = 360,000); CHO-hM4 cells, ACh EC80, Fluo-8 calcium fluorescence; inhibition, % at 3 µM; AID 624125; P08173;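 active means inhibition above its plate's cutoff, the mean inhibition of sample wells plus 3 SD, cut at about 27% in these data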;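 further: 0% = acetylcholine EC80 with DMSO and 100% = DMSO without agonist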
Target sequence (P08173 whole entry, looked up): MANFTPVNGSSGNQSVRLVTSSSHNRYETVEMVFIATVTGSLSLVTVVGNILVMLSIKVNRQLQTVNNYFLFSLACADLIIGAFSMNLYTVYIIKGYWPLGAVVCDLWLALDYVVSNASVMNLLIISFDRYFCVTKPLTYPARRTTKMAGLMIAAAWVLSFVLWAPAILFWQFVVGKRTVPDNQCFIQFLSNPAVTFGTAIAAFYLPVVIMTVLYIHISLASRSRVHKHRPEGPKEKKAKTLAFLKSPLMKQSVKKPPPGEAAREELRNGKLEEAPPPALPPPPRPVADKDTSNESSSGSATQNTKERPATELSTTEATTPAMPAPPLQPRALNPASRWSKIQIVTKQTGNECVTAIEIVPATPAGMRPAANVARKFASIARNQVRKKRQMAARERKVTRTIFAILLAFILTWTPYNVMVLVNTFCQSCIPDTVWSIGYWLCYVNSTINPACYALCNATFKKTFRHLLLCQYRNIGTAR
M4 ag: agonists of human muscarinic M4 receptor (CHRM4); P08173; CHO-K1 hM4/Gqi5, Fluo-8 calcium fluorescence; vehicle 0%, full acetylcholine response 100%; activation, % at 3 µM; actives 0.14% (n = 360,000);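 active means activation above the run mean over all test wells plus 3 SD, cut at about 32% in these data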;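 further: peak over basal fluorescence ratio per well then scaled between controls; 0% = DMSO wells and 100% = acetylcholine at EC100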
M4 PAM: CHRM4 positive allosteric modulation | P08173 | CHO-K1 hM4/Gqi5, Fluo-8 calcium fluorescence, ACh EC20; 0% = ACh EC20, 100% = maximal ACh | activation, % at 3 µM | actives 0.4% (n = 360,000) | AID 624126;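 active means activation above its plate's cutoff, the mean activation of sample wells plus 3 SD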; further: some results filed as inactive read as strong as hits
CHO-K1 Ca antag: counter-screen for M1 antagonists: effect in parental CHO-K1 cells. actives 0.6% (n = 360,000). ATP-induced calcium, Fluo-8 fluorescence. AID 602250. inhibition, % at 3 µM;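 active means inhibition above a per-plate cutoff, the plate's mean sample inhibition plus 3 SD, cut at about 24% in these data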;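 further: 0% = DMSO plus EC80 ATP and 100% = DMSO alone without ATP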
Active calls of the source: *.

SMILES	CHRM5 antagonist	CHRM5 agonist	M1 PAM parental	CHRM5 PAM	M1 ag parental	M4 antag	M4 ag	M4 PAM	CHO-K1 Ca antag
CCOC(=O)c1c(NC(=O)/C=C/C(=O)O)sc(C)c1-c1ccc(C)c(C)c1	2.3	-17.7	8.2	15.2	-0.2	-11.1	-1.6	10.5	-8.8
COc1ccc(N2C(=O)CC(N3CCN(c4ccccc4F)CC3)C2=O)cc1 (stereo unspecified)	-1.7	3.2	-5.6	-1.3	-0.1	3.6	1.6	-0.4	7.8
COc1ccc(C(=O)N/C(=C\c2cn(C)c3ccccc23)C(=O)NCCCn2ccnc2)cc1OC	4.2	-3.4	10.0	-4.8	0.1	1.6	0.5	2.1	-3.2
Cc1ccc2c(ccc[n+]2CC(=O)c2ccccc2)c1	-0.9	-2.6	0.5	3.1	-0.2	6.3	0.5	-3.1	0.1
CCCN(CCC)C(=O)Cn1c(=O)n(CCCCC(=O)NCc2ccco2)c(=O)c2ccccc21	-1.2	-2.4	17.6	-3.7	-0.1	3.8	0.5	1.9	-5.1
O=C(COC(=O)c1ccc(Cl)nc1)Nc1ccc(N2CCOCC2)cc1	-12.2	5.8	-0.3	6.0	0.3	-1.5	0.2	3.5	0.0
COc1cc(C(=S)N2CCOCC2)ccc1OC(=O)c1cc([N+](=O)[O-])c(C)c([N+](=O)[O-])c1	-5.7	-0.4	8.9	13.4	0.5	3.8	1.5	3.0	-3.5
COCCCn1c(Cc2csc(Nc3cccc(Cl)c3)n2)nnc1SCC(=O)OC1CCCCC1	-4.0	-4.3	18.2	2.4	0.0	-20.7	-1.6	8.0	-7.2
Cc1cc(Sc2nccn2C)ncc1[N+](=O)[O-]	2.2	-3.6	16.7	-3.5	0.5	0.7	0.1	-3.3	-2.6
Cc1ccc(Cc2cc(C)n[nH]c2=O)cc1	6.1	-5.1	18.0	5.9	0.6	1.3	0.1	-2.4	-11.8
O=C(NCCOc1cccnc1)C1CCC(=O)N(Cc2ccccc2F)C1 (stereo unspecified)	20.2	-4.4	15.3	-6.5	2.5	3.4	0.3	2.1	-5.0
O=C(Nc1ccc(F)cc1)NC1CCCCCCC1	19.8	1.7	1.7	-13.5	8.5	-15.2	11.0	-5.7	-1.8
CN(C)c1ccc(/C=N/n2c(-c3cccnc3)n[nH]c2=S)cc1	-2.5	-3.7	16.8	0.5	0.1	3.2	0.6	2.1	1.4
COc1ccc(OC)c(-n2c(-c3cccc(O)c3)n[nH]c2=S)c1	-2.7	1.1	11.3	0.7	1.1	1.9	1.7	2.1	-10.9
CCCCN1CC(N2CCN(CCN(C)C)CC2)CS1(=O)=O (stereo unspecified)	2.7	-0.4	14.2	-6.4	0.4	-17.5	0.7	1.4	-3.9

Ordered by value in M4 antag (falling): some entries from above
| compound | M4 antag |
| --- | --- |
| Cc1ccc2c(ccc[n+]2CC(=O)c2ccccc2)c1 | 6.3 |
| CN(C)c1ccc(/C=N/n2c(-c3cccnc3)n[nH]c2=S)cc1 | 3.2 |
| COc1ccc(OC)c(-n2c(-c3cccc(O)c3)n[nH]c2=S)c1 | 1.9 |

The list goes on:
SMILES	CHRM5 antagonist	CHRM5 agonist	M1 PAM parental	CHRM5 PAM	M1 ag parental	M4 antag	M4 ag	M4 PAM	CHO-K1 Ca antag
CCC(=O)NCC(c1cccs1)S(=O)(=O)c1ccc(C)cc1 (stereo unspecified)	1.9	-6.2	12.0	-4.4	1.7	-10.6	1.3	1.4	-17.8
Cc1ccc(S(=O)(=O)N2CC=C(C(=O)NCc3ccccc3)CC2)cc1	0.7	-1.3	6.9	-7.6	0.6	1.1	2.3	0.0	0.9
CN(c1ccccc1C(=O)O)S(C)(=O)=O	0.0	-1.4	24.0	0.1	0.8	1.5	0.0	-1.0	-10.7
CC(C)CC(OC(=O)c1nsc(Cl)c1Cl)C(=O)NCC1CCCO1 (stereo unspecified)	0.3	-0.8	1.0	8.9	0.5	-6.4	0.4	-1.9	-6.3
CCCN(c1ccccc1F)S(=O)(=O)c1c[nH]c(C(=O)OC)c1	11.2	-5.8	-8.5	-4.3	-0.3	7.5	-0.2	-0.9	-3.8
CC(C)C(NC(=O)OCc1ccccc1)C(=O)N1CCOCCOCCOCC1 (stereo unspecified)	3.5	-3.8	14.7	-6.9	-0.1	3.7	0.3	-3.4	-0.9
O=C(O)CC(c1ccc(F)cc1F)N1Cc2ccccc2C1=O (stereo unspecified)	15.4	1.4	12.7	-14.1	6.0	3.6	14.0	-13.2	-3.9
CCCCN(C(=O)CCC(=O)Nc1cc(C)on1)C(C(=O)NC1CCCC1)c1ccccc1OCC (stereo unspecified)	1.1	-4.3	-4.8	-0.9	-1.1	-9.2	1.4	-0.5	-16.1
CC1(C)N=C(N)NC(Nc2ccc(Cl)cc2)=N1	1.4	-8.2	24.3	6.5	1.0	-0.8	0.8	7.0	-23.0
CC1(C)CC(=O)/C(=C(\O)CCCN2C(=O)c3ccccc3C2=O)C(=NCC(=O)O)C1	4.2	-3.7	19.1	-0.8	0.0	-6.1	1.1	0.7	-2.7
CSc1nc2nc3c(cc2c(=O)[nH]1)C(O)Oc1ccc(C)cc1-3 (stereo unspecified)	7.5	1.8	-19.5	-3.3	0.0	8.0	-0.5	-9.2	21.0
CCN(CC)CCCNC(=O)c1cc2c(-c3cccc(OC)c3)nn(C)c2s1	7.0	-6.1	10.3	-0.2	0.8	1.3	0.6	8.7	-8.5
CCCCn1c(N)c(N(CCOC)C(=O)CSc2nnc(-c3ccc(F)cc3)n2N)c(=O)[nH]c1=O	1.5	2.3	-14.1	0.9	0.0	-11.6	0.3	4.1	9.3
COc1cc(C(C)=O)ccc1OC(C)C(=O)Nc1ccc(S(=O)(=O)N2CCCC2)cc1 (stereo unspecified)	6.2	1.4	-19.8	-2.6	0.5	-0.3	0.6	2.6	2.5
COc1ccccc1NS(=O)(=O)c1ccc(C)c(NS(=O)(=O)c2cc(NC(C)=O)ccc2OC)c1	10.8	0.8	-0.4	-9.1	0.4	-3.0	0.7	0.9	-10.8

3 records picked at random from the list so far:
SMILES	CHRM5 antagonist	CHRM5 agonist	M1 PAM parental	CHRM5 PAM	M1 ag parental	M4 antag	M4 ag	M4 PAM	CHO-K1 Ca antag
CC(C)C(NC(=O)OCc1ccccc1)C(=O)N1CCOCCOCCOCC1 (stereo unspecified)	3.5	-3.8	14.7	-6.9	-0.1	3.7	0.3	-3.4	-0.9
COc1cc(C(C)=O)ccc1OC(C)C(=O)Nc1ccc(S(=O)(=O)N2CCCC2)cc1 (stereo unspecified)	6.2	1.4	-19.8	-2.6	0.5	-0.3	0.6	2.6	2.5
CSc1nc2nc3c(cc2c(=O)[nH]1)C(O)Oc1ccc(C)cc1-3 (stereo unspecified)	7.5	1.8	-19.5	-3.3	0.0	8.0	-0.5	-9.2	21.0

(cont.)
SMILES	CHRM5 antagonist	CHRM5 agonist	M1 PAM parental	CHRM5 PAM	M1 ag parental	M4 antag	M4 ag	M4 PAM	CHO-K1 Ca antag
Cc1ccc(S(=O)(=O)N2CCC[C@H]2C(=O)OCc2cc(=O)oc3cc(C)ccc23)cc1	14.3	4.2	15.2	4.5	0.7	-8.1	2.1	3.1	-15.0
Cc1ccc(C(=O)Nc2ccccc2N2CCN(C(=O)C(C)C)CC2)cc1C	5.3	-6.8	-27.3	-29.1	1.3	5.2	7.8	-10.4	29.0*
CC(NC(=O)Nc1ccc(F)cc1F)c1ccncc1 (stereo unspecified)	6.3	-1.1	3.4	-2.6	-0.1	12.5	0.7	20.2	-2.5
O=C(CS(=O)(=O)c1cn(Cc2cccc(F)c2)c2ccccc12)N1CCOCC1	-2.4	-8.1	12.1	3.0	2.6	-6.4	4.4	6.8	-19.9
Cc1ccccc1-n1nc2c(c1NC(=O)c1cc3ccccc3o1)CS(=O)(=O)C2	7.1	-0.5	17.9	-5.8	0.8	-14.3	3.4	13.6	3.8
Cc1cccc(NC(=O)[C@@H](CC(C)C)NC(=O)[C@@H]2Cc3ccccc3CN2)c1	3.2	-1.3	10.7	2.1	0.4	5.6	0.7	2.1	-3.8
CCOc1ccc(Nc2nc(Cc3nnc(SCC(=O)NC4CCCCC4)n3C)cs2)cc1	5.1	0.3	1.0	-6.2	0.1	-7.2	1.5	10.4	-21.8
Cc1ccccc1-n1c(C)cc(/C=N/Nc2ccc([N+](=O)[O-])cn2)c1C	3.1	-5.2	7.8	-16.1	1.6	12.2	0.1	-5.5	11.4
COc1cc(/C=N/NC(=O)CCn2nnc3ccccc32)ccc1O	0.9	1.0	19.7	-0.6	1.9	3.8	2.8	-5.3	-2.5
COc1ccc(C(=O)Nc2cc3c4c(c2)CC(=O)N4CCC3)cc1	-14.9	-4.0	-15.6	6.3	0.3	4.7	2.3	12.9	12.7
C/C(N)=C(/C#N)C(=O)COC(=O)CCC1CCCC1	-3.9	-4.2	15.4	2.1	1.2	-7.1	1.9	-3.1	1.6
CCOC(=O)C/C(N)=N/N(C)c1ncc(C(F)(F)F)cc1Cl	-31.7	6.6	9.0	9.8	0.2	-3.7	4.9	-11.2	6.1
N#C/C(C(=O)NCCc1ccccc1)=C1/N=C(NC(=O)c2cccs2)c2ccccc21	-9.1	2.2	27.8	4.6	3.2	11.5	4.2	13.4	-16.6
CCN1C(=O)[C@H]2[C@@H](c3ccc(C)cc3)N3C(=O)N(c4ccc(C)cc4)C(=O)[C@@]3(C)[C@H]2C1=O	7.4	1.0	8.9	4.6	1.0	-10.7	2.6	13.3	-10.4
Cc1cccc2sc(NC(=O)CSc3nnnn3C)nc12	-2.9	1.4	9.6	-6.5	1.7	-7.2	4.9	-1.3	1.5
COC(=O)c1cc(CNC(=O)c2ccc(O)c(Cl)c2)ccc1OC	-5.8	2.5	-9.6	1.6	-0.7	-4.4	0.1	3.9	-0.4
O=C(O)c1ccc(Oc2ccc(C(F)(F)F)cn2)cc1	-10.9	-3.2	28.2	7.0	0.2	-18.1	-1.0	6.3	-9.6
O=C1c2ccccc2C(=O)C1c1ccncc1	4.9	-0.2	17.7	1.9	0.7	2.3	1.4	12.0	-5.5
O=C(CN1CCN(c2ccc(F)cc2)CC1)Nc1ccc(F)c(F)c1	18.5	-2.0	12.6	-3.0	0.2	-5.4	0.2	3.8	-11.8
CC(C)NC(=O)CCN1C(=O)c2ccccc2Sc2ncccc21	17.8	-2.6	21.9	-4.6	0.1	-1.0	0.3	1.9	5.4
Cc1cc(C)cc(N(CC(=O)NC(C)C)C(=O)CCC(=O)Nc2ccccn2)c1	0.8	1.2	4.2	4.4	0.9	3.2	0.9	-2.5	-5.2
Cc1ccc(OCC(=O)NN=C2C3CC4CC(C3)CC2C4)cc1	2.0	-1.0	-9.4	-2.0	-0.2	1.1	-0.2	-1.1	0.9
O=C(O)c1cc2c(ccc3ccccc32)o1	3.1	1.0	17.3	-1.3	-0.1	-3.1	-0.2	6.4	-18.6
Cc1ccc(NC(=O)CCNC(=O)Cn2ccc3ccccc3c2=O)cc1F	1.7	-4.1	16.0	-2.5	-0.5	-19.7	0.7	-1.3	-18.4
CC(C)=CCN1CCN(Cc2cc(C(C)C)n[nH]2)CC1CCO (stereo unspecified)	13.4	-2.3	-10.7	-11.9	-0.3	17.4	1.0	0.1	-15.9
Cc1nc(-c2coc3cc(C)c(N=O)c(O)c3/c2=N\N)cs1	-6.1	7.0	4.4	0.5	0.0	-1.8	1.2	-1.1	-2.6
COCCNC(=O)CN1C(=O)NC2(CCCc3ccccc32)C1=O (stereo unspecified)	5.3	-2.8	13.2	3.6	0.5	-7.6	0.1	2.5	1.5
CCCC1=C(C(=O)OCC)C(c2ccccc2OC)NC(=O)N1 (stereo unspecified)	2.5	1.5	-0.9	4.5	0.6	0.0	1.1	4.3	9.8
